Assay outcomes from PubChem.
CRFBP-R2 block = antagonists of CRF-BP/CRF-R2 complex, primary screen, cell-based, HEK293, calcium dye fluorescence, uHTS. hit rate 0.59% among 350,000. CRF-induced calcium fluorescence. AID 588475, 2011. inhibition, % at 11.8 µM;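 active = inhibition of the ligand-induced calcium signal above about 50% at the single tested concentration, limit read from the data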
CRFR2-BP ag = agonists of CRF-BP/CRF-R2 complex, primary screen, cell-based, HEK293, calcium dye fluorescence, uHTS. activation, % at 13.2 µM. CRF-binding protein / CRF receptor 2 complex (human). calcium dye fluorescence (FLIPR); percent of saturating CRF peptide response. hit rate 0.46% among 350,000;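 active = activation of at least 50%, plus an integration ratio under a set limit after plate pattern correction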;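 note: plate controls were neutral control wells without compound for no effect and CRF at EC100 for full effect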
GalR3 antag = GalR3 antagonists in HEK293 cells, primary screen, cell-based, fluorescence readout. hit rate 0.44% among 360,000. inhibition, % at 3 µM. HEK293 GalR3-CNG cAMP membrane potential fluorescence; galR3 body fused to GalR1 C-terminus;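 active = inhibition above the screen-wide average plus 3 SD, cut at about 13% in these data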;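 note: forskolin and galanin both at EC90 stimulate the cells; cAMP rise reported by CNG channel membrane potential dye signal; 0% = forskolin plus galanin with DMSO and 100% = forskolin alone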
Target sequence (O60755 1-299 limits assumed): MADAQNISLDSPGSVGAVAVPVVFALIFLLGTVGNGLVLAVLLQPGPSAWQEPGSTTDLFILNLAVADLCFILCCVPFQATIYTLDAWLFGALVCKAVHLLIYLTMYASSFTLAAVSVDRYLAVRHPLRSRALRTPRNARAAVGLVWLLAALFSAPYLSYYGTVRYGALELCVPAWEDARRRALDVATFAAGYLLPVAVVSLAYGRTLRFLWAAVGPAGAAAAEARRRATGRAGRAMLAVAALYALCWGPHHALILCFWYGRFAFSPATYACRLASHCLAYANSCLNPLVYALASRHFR
The depositor's hits bear a star. Only part of the results is shown; count on the stated rates, not on these rows.

SMILES	CRFBP-R2 block	CRFR2-BP ag	GalR3 antag
Cc1cccc(C2=NN(c3ccccc3)[C@@H](C(=O)N3CCOC3=O)[C@@H]2c2ccccc2)c1	-2.2	3.8	-6.1
CCC1CCCCN1C(=O)CSc1nnc(N)s1 (centres undefined)	-3.4	3.6	-4.7
C=CCn1c(C)cc(C(=O)COC(=O)c2cncc(Br)c2)c1C	3.0	-1.4	-5.3
c1ccc(Oc2ccccn2)cc1	3.6	-2.0	-4.3
CCCC(=O)N(Cc1cc2cc(OC)ccc2[nH]c1=O)c1ccccc1OC	-4.0	-1.1	-8.5
COC(=O)c1ccc(CNC(=O)Cn2cnc(C(=O)Nc3ccc(C)c(C)c3)n2)cc1	0.0	-0.6	-6.1
CCC/C=C/c1ccc(CN2C(C(C)C)C(=O)N(Cc3cn(CC4CCCCC4)nn3)CCS2(=O)=O)cc1 (centres undefined)	-9.7	5.2	-4.5
Cc1c(NC(=O)C(C)OC(=O)Cc2ccc(F)cc2)c(=O)n(-c2ccccc2)n1C (centres undefined)	6.5	-0.6	-1.4
CCN(C(=O)COC(=O)CCc1ccccc1OC)c1c(N)n(Cc2ccccc2)c(=O)[nH]c1=O	-9.0	2.1	-1.8
CS(=O)(=O)c1ccc(Cl)c(NC(=O)CSc2n[nH]c(N)n2)c1	-1.8	-0.1	-2.4
COCCCNC(=O)C(=O)NCC1CCCN1S(=O)(=O)c1cccs1 (centres undefined)	8.0	-1.1	0.6
CCC1(c2ccccc2)NC(=O)N(CC(=O)Nc2cc(S(=O)(=O)N3CCCCC3)ccc2N(C)C)C1=O (centres undefined)	-1.4	0.3	-3.9
COc1ccc(Cl)cc1NC(=O)CN(C)CC(=O)N(CC(C)C)c1c(N)n(CC(C)C)c(=O)[nH]c1=O	-3.0	-0.6	-1.5
CCCCOc1ccc(C(=O)NCC(=O)NCC(c2ccc(F)cc2)N2CCOCC2)cc1 (centres undefined)	25.3	-4.7	-3.3
CCOc1ccccc1C(=O)NCC(=O)NNC(=O)c1cccc(S(=O)(=O)Nc2ccc(OC)cc2)c1	-2.9	0.5	-0.6
O=C(C1CN(C(=O)c2cc3cc(Cl)ccc3o2)c2ccccc2O1)N1CCCCC1 (centres undefined)	1.1	0.7	-5.6
CC(C)(C)c1cc(CCC(=O)NNC(=O)c2ccncc2)cc(C(C)(C)C)c1O	1.8	-3.3	-0.6
Cc1cc(C)n(CC(=O)NNC(=O)c2ccc(S(C)(=O)=O)cc2)n1	7.9	-0.8	-5.5
CCCCCC(=O)N1C[C@H](O)[C@@H](n2cc(COC(=O)c3ccccc3)nn2)C[C@@H]1c1ccc(Cl)cc1	3.6	-0.1	-5.7
CCCCCCSc1ccc([C@@H]2[C@@H]3C(=O)N(C)C(=O)[C@@H]3[C@]3(C(=O)OC)CCCCN23)cc1OC	-2.5	-0.2	-5.0
NC(=O)C1CCN(C(=O)c2cc(-c3ccccc3Cl)nc3ccccc23)CC1	5.7	-2.9	-0.2
CCN(CC)S(=O)(=O)c1cc(NC(=O)CCn2[nH]c(=O)ccc2=O)ccc1C	8.4	-0.7	-5.0
COc1ccc(N2CC(C(=O)Nc3ccccc3N3CCCC3)CC2=O)c(OC)c1 (centres undefined)	9.1	-1.9	-4.9
CCc1ccc(CN(C)C(C)C(=O)Nc2ccc(S(=O)(=O)N3CCCC3)cc2)cc1 (centres undefined)	-10.1	3.7	-0.7
COc1ccccc1-c1noc2c1C(=O)NCC2	-19.7	-0.2	-6.1
COc1cccc(CNC(=O)c2cccc(S(=O)(=O)N3CCN(c4ccc(F)cc4)CC3)c2)c1	-21.9	16.7	-3.5
CC(=O)c1sc(Nc2cccc3ccccc23)nc1C	-1.8	-0.7	-5.9
COc1ccccc1NC(=O)c1ccccc1NC(=O)c1ccccn1	-4.3	1.8	-1.7
COc1ccc(N2CCN(C(=O)CSc3nc(C)cs3)CC2)cc1	-4.3	2.6	-2.1
C[C@H](CO)N1C[C@H](C)[C@@H](CN(C)S(C)(=O)=O)Oc2ccc(NS(=O)(=O)c3cn(C)cn3)cc2C1=O	-5.2	0.5	-4.3

In a second layout: results already given.
Molecule | CRFBP-R2 block | CRFR2-BP ag | GalR3 antag
COc1ccccc1-c1noc2c1C(=O)NCC2 | -19.7 | -0.2 | -6.1
COc1cccc(CNC(=O)c2cccc(S(=O)(=O)N3CCN(c4ccc(F)cc4)CC3)c2)c1 | -21.9 | 16.7 | -3.5
CC(=O)c1sc(Nc2cccc3ccccc23)nc1C | -1.8 | -0.7 | -5.9
COc1ccccc1NC(=O)c1ccccc1NC(=O)c1ccccn1 | -4.3 | 1.8 | -1.7

(continued)
SMILES	CRFBP-R2 block	CRFR2-BP ag	GalR3 antag
Cc1cccc(C(=O)O)c1[N+](=O)[O-]	7.8	-2.4	0.3
CN(C)C1=NC[C@H](Cc2ccccc2)N1CC1CCCC1	3.3	-0.8	-8.5
COc1ccc(C(=O)NC(=S)NNC(=O)c2ccccc2C)cc1	31.3	116.1*	-3.1
CC(O)CN(CC(C)O)c1ccc2c(c1)Cc1cc([N+](=O)[O-])ccc1-2 (centres undefined)	-187.2	196.8*	13.4*
COc1cccc(C(=O)NCCS(=O)(=O)N2CCN(c3ccccc3)CC2)c1OC	-10.1	-0.3	-6.0
COc1cc(OC)cc(-c2c(C#Cc3ccsc3)c3cc(-c4ccc(N(C)C)nc4)ccc3n2C)c1	1.9	0.8	-7.0
CCCCCC(=O)N1C[C@H](n2cc(C3CC3)nn2)[C@@H](O)C[C@@H]1c1ccc(Cl)cc1	11.5	-1.1	-4.5
C/C(=N/NC(=O)COc1ccc(C(C)(C)C)cc1)c1ccc(N2CCOCC2)cc1	-6.8	0.9	-5.2
CCOc1ccc(C(=O)CCC(=O)Nc2ccc(C)cn2)cc1	-6.8	-0.6	-1.7
CC1(C2CC2)NC(=O)N(CC(=O)Nc2ccccc2F)C1=O (centres undefined)	54.5*	3.4	-4.0
O=C(C1CCN(S(=O)(=O)c2ccc(Cl)c(C(F)(F)F)c2)CC1)N1CCC1	-9.4	6.9	-5.9
CC(=O)c1ccc(NC(=O)COC(=O)c2c[nH]c3ccccc23)cc1	-6.9	1.0	-5.9
CC1CN(C(=O)COC(=O)c2cncc(Br)c2)CC(C)O1 (centres undefined)	3.0	-0.5	1.4
Cc1ccc(NC(=O)CNc2ccccc2N2CCCC2=O)cc1S(=O)(=O)N1CCOCC1	-5.3	0.1	-1.8
CC(C)[C@H](N)C(=O)N[C@H]1CCC2C3CC=C4C[C@@H](O)CC[C@]4(C)C3CC[C@@]21C (some centres undefined)	-15.8	-0.9	-2.5
CCCCCC(=O)N1C[C@@H](O)[C@H](n2cc(-c3ccc(F)cc3)nn2)C[C@@H]1c1ccc(C)cc1	-12.2	2.4	-5.3
O=C(Nc1ccncc1)C1CCN(S(=O)(=O)c2ccccc2)CC1	-7.6	0.5	-3.6
CC1=C(O)C(=O)C(C2=C(O)C(=O)C(C)=C(O)C2=O)=C(O)C1=O	-7.2	-3.4	-0.8
O=c1ccsc2ccccc12	-3.4	-0.7	-2.1
CCN1C(=O)[C@H]2[C@@H](c3ccc(OC)cc3)N[C@]3(CCCN(Cc4ccc(Cl)cc4)C3=O)[C@H]2C1=O	27.1	0.1	-7.0
Cc1nc2cc(-c3ccccc3)nn2c(N)c1-c1ccccc1	-11.3	0.3	-5.3
CN(C(=O)c1ccccc1OCc1ccc(F)cc1)c1c(N)n(Cc2ccccc2)c(=O)[nH]c1=O	0.8	-0.1	-2.5
O=C(CNc1cccc(S(=O)(=O)N2CCOCC2)c1)Nc1cccc(Br)c1	5.9	4.0	-4.3
CCCCNC(=O)[C@@H]1CCCN1S(=O)(=O)c1cccc2cccnc12	1.0	-0.4	-3.2
Cc1ccc(S(=O)(=O)N(C)c2ccc(C(=O)Nc3ccccn3)cc2)cc1	11.1	0.4	-0.5
COc1nccc(NCc2ccccc2)c1C#N	-12.0	0.7	-0.4
C#CCN(C[C@@H]1[C@@H](OC(=O)NCCCCCC)[C@@H](OC(=O)NCCCCCC)Cn2c(=O)n(CCCCCC)c(=O)n21)S(=O)(=O)c1ccc(C)cc1	3.5	13.1	-5.2
Clc1ccc2nc(-c3cccc(SC4CCCCC4)c3)c(NCc3ccccc3)n2c1	-2.9	-0.2	-6.6
CCCCn1nc(C(=O)NCC2COc3ccccc3O2)c2ccccc2c1=O (centres undefined)	9.8	0.1	-6.6
CN(C(=O)COc1ccc(Cl)cc1Cl)C1(C)CCS(=O)(=O)C1 (centres undefined)	20.9	-0.3	-2.9
CC(C)(C)OC(=O)C[C@@H]1C/C=C\C[C@@H](CC(=O)N[C@H](CO)Cc2ccccc2)C(=O)N2CCC[C@@H]2COC1=O	4.6	-0.8	-3.0
COc1ccc(CNC(=O)CCNC(=O)c2ccc(C(C)(C)C)cc2)cc1OC	19.2	-1.2	-2.1
CCC(=O)c1ccc(OCC(=O)NNC(=O)c2cc(C)oc2C)cc1	5.4	0.9	-5.1
Cn1ccsc1=NC(=O)c1cc(S(=O)(=O)N2CCOCC2)ccc1F	1.7	0.1	1.8
O=C(CSC1=NS(=O)(=O)c2ccccc2N1)NCCc1ccccc1	-1.5	-0.5	-3.5
O=C(OCC(=O)N(Cc1ccccc1)Cc1ccccc1)c1ccccc1NCCO	13.0	-0.2	-5.6
CC1(NC(=O)CC(c2ccccc2)(c2ccccc2)c2ccccc2)CCN(CCCc2ccccc2)C1=O (centres undefined)	5.2	-0.8	-8.1
COc1ccc(C(=O)O)cc1S(=O)(=O)Nc1ccc2cn[nH]c2c1	-3.5	0.6	0.1
COc1cc(/C=C/C(=O)OCC(=O)NCC2CCCCC2)ccc1O	7.7	-1.9	-4.8
CCCCC1C(=O)NN(c2ccccc2)C1=O (centres undefined)	6.8	-1.6	-3.7

Another view of part of the listing above:
SMILES | CRFBP-R2 block | CRFR2-BP ag | GalR3 antag
O=C(OCC(=O)N(Cc1ccccc1)Cc1ccccc1)c1ccccc1NCCO | 13.0 | -0.2 | -5.6
CC1(NC(=O)CC(c2ccccc2)(c2ccccc2)c2ccccc2)CCN(CCCc2ccccc2)C1=O (centres undefined) | 5.2 | -0.8 | -8.1

Following part:
SMILES	CRFBP-R2 block	CRFR2-BP ag	GalR3 antag
CCCCN1C(=O)C(=O)N(CC(=O)Nc2cc(Cl)ccc2OC)C1=O	1.8	-0.1	-4.1
Cc1cc(/N=C/C=C2/N(C)c3ccccc3C2(C)C)n(CCC#N)n1	4.4	1.7	-3.0
CCn1c(=NC(=O)CS(=O)(=O)c2ccccc2)sc2cccc(OC)c21	-1.6	-0.1	-4.6
O=C(COC(=O)c1c(F)cccc1F)NCc1cccs1	12.4	-4.2	-4.3
Cc1cc(C)cc(NC(=O)COC(=O)c2ccc(CN3CCCC3=O)cc2)c1	13.3	0.0	2.4
CC(C)CN(C(=O)c1ccc(N2CCCC2=O)cc1)C1CCS(=O)(=O)C1 (centres undefined)	-12.3	0.2	-3.3
C=CC[C@@H](CC(=O)N(CCO)Cc1ccccc1)C(=O)N[C@H](COC(=O)[C@H](CC=C)CC(=O)OC(C)(C)C)Cc1c[nH]c2ccccc12	-4.8	2.4	-4.4
OC(COc1ccccc1)CN1CCN(c2ccccc2)CC1 (centres undefined)	-2.6	1.7	-7.5
COc1ncnc2c1ncn2CCCN(C)Cc1ccco1	-16.2	1.7	-4.3
Cc1sc2ncnc(N3CCC(C(=O)Nc4ccccc4C(C)(C)C)CC3)c2c1C	-1.8	-1.1	-0.5
CSc1cccc(N2CC(C(=O)NCCC3=CCCCC3)CC2=O)c1 (centres undefined)	-7.0	-1.1	-2.3
NS(=O)(=O)c1cnccc1Nc1cccc(F)c1	4.9	-0.2	-0.9
COCCOc1ccc(C(F)(F)F)cc1NC(=O)CN1C(=O)NC2(CCCc3ccccc32)C1=O (centres undefined)	-14.0	2.6	-5.1
O=C(OCC(=O)N(Cc1ccccc1)Cc1ccccc1)c1cccc(O)c1	8.1	0.2	3.0
CC1=C(C(=O)N(C)C)CC(CC(=O)NCC2CCCCC2)C(=O)N1Cc1ccc(C(C)(C)C)cc1 (centres undefined)	-5.0	-0.4	-1.6
COc1ccc2c(=O)c(-c3ccc(C)cc3)c(-c3ccccc3)oc2c1	18.9	4.8	-4.0
CC(NC(=O)c1ccccc1Cl)C(=O)Nc1ccc2c(c1)OCO2 (centres undefined)	1.9	0.3	1.6
Cc1c2ccncc2cc2c1[nH]c1ccccc12	-60.6	2.2	-6.3
CCCC1NC(=O)c2cccnc2-n2c1nc1cc(C)cc(C)c1c2=O (centres undefined)	-11.6	-0.8	2.5
COc1ccc([C@@H]2C[C@H]3[C@@H](CN2S(=O)(=O)c2ccccc2)C(=O)C[C@@H](c2cccc4ccccc24)N3S(=O)(=O)c2ccc(C)cc2)cc1	-4.1	-0.5	1.2
OC(c1ccccc1)(c1ccccc1)c1ncc[nH]1	7.1	1.3	1.1
COCCN(C(=O)COC(=O)CCc1ccccc1)c1c(N)n(Cc2ccccc2)c(=O)[nH]c1=O	7.2	0.8	-3.6
O=C(COC(=O)/C=C/c1ccc(Cl)cc1Cl)NCC1CCCO1 (centres undefined)	-4.8	-0.2	-2.2
CCOc1cc(N2CCOCC2)c(OCC)cc1NC(=O)c1cc(S(=O)(=O)N2CCOCC2)ccc1C	-0.6	1.4	-3.0
CC(C)(C)OC(=O)C[C@H]1C/C=C\C[C@@H](CC(=O)N(CCO)Cc2ccccc2)C(=O)N2CCC[C@H]2COC1=O	-9.1	0.0	-7.3
